# Compound activity: PubChem BioAssay, several laboratories
# NCOA2 inhibitor = inhibits human steroid receptor coactivator 2; inhibition, % at 9 µM; 0.17% of 370,000 active; HEK293 GAL4-SRC2 luciferase reporter, luminescence;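 active = inhibition above the mean inhibition of all tested compounds plus 3 SD, set per campaign, cut at about 52% in these data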;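 also: 0% = DMSO treated cells and 100% = cells given Gossypol at 36 µM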
# NCOA3 inh = inhibits human SRC3 coactivator; inhibition, % at 3.6 µM; HEK293 GAL4-SRC3 luciferase reporter, luminescence; 0.17% of 360,000 active;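 active = inhibition above a per-campaign cutoff, the mean of all compounds plus 3 SD, cut at about 60% in these data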;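 also: 0% = DMSO-treated cells and 100% = gossypol-treated cells at 36 µM; higher means less SRC3-driven luciferase light from the GAL4 reporter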
# EBV LMP1 NFkB = reduces LMP1-driven NF-kappaB luciferase signal | inhibition, % at 12.5 µM | 0.69% of 350,000 active | LMP1-induced NF-kappaB luciferase reporter cells, luminescence; in the data active = inhibition above about 41%;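 also: 0% = neutral control wells and 100% = reference inhibitor control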
# TLR9-MyD88 inh = blocks human TLR9 binding to MyD88. Q9NR96+Q99836. CHO BLA complementation TLR9-MyD88, CCF4 FRET ratio. inhibition, % at 4.98 µM. 0.21% of 340,000 active;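 active = inhibition above the mean over all tested compounds plus 3 SD, cut at about 21% in these data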;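 also: 0% = DMSO only wells and 100% = clavulanate BLA inhibitor control wells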
# MC4R antagonist = blocks human MC4R cAMP signaling. inhibition, % at 6.5 µM. MC4R-expressing cells, MTII-stimulated cAMP, LANCE TR-FRET. 0.48% of 360,000 active. AID 540295;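 active = inhibition above its plate's cutoff, the mean of tested wells on that plate plus 3 SD, cut at about 29% in these data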;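 also: 0% = Melanotan II alone and 100% = Melanotan II plus saturating MCL0020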
#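 material = U2OS cells stably expressing human melanocortin 4 receptor (MC4R) | also added = Melanotan II challenge | dosing = single nominal compound dose of 6.5 µM | detection = TR-FRET with Eu-cAMP and labeled anti-cAMP, 671 nm | replication = singlicate | timing = compound 30 min, challenge 1 h, detection 1 h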
# ABHD5-PLIN5 inh = inhibitors of human ABHD5-perilipin-5 interaction; Split G. princeps luciferase complementation, luminescence, 4 h; inhibition, % at 4 µM; 0.78% of 360,000 active; AID 602281;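 active = inhibition above the mean inhibition across every tested compound plus 3 SD, cut at about 22% in these data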;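 also: 0% = DMSO only wells and the 100% control is not disclosed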
# SRC1 inh = inhibitors of human steroid receptor coactivator 1 (SRC1) | Q15788 | HEK293 GAL4-SRC1 luciferase reporter, luminescence | inhibition, % at 3.6 µM | 0.12% of 360,000 active;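 active = inhibition above the campaign mean plus 3 SD, with each screening campaign given its own cutoff, cut at about 60% in these data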;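 also: 0% = DMSO treated cells and 100% = gossypol at 36 µM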
# Target sequence (Q15788 whole entry, looked up, the tested form may be a part): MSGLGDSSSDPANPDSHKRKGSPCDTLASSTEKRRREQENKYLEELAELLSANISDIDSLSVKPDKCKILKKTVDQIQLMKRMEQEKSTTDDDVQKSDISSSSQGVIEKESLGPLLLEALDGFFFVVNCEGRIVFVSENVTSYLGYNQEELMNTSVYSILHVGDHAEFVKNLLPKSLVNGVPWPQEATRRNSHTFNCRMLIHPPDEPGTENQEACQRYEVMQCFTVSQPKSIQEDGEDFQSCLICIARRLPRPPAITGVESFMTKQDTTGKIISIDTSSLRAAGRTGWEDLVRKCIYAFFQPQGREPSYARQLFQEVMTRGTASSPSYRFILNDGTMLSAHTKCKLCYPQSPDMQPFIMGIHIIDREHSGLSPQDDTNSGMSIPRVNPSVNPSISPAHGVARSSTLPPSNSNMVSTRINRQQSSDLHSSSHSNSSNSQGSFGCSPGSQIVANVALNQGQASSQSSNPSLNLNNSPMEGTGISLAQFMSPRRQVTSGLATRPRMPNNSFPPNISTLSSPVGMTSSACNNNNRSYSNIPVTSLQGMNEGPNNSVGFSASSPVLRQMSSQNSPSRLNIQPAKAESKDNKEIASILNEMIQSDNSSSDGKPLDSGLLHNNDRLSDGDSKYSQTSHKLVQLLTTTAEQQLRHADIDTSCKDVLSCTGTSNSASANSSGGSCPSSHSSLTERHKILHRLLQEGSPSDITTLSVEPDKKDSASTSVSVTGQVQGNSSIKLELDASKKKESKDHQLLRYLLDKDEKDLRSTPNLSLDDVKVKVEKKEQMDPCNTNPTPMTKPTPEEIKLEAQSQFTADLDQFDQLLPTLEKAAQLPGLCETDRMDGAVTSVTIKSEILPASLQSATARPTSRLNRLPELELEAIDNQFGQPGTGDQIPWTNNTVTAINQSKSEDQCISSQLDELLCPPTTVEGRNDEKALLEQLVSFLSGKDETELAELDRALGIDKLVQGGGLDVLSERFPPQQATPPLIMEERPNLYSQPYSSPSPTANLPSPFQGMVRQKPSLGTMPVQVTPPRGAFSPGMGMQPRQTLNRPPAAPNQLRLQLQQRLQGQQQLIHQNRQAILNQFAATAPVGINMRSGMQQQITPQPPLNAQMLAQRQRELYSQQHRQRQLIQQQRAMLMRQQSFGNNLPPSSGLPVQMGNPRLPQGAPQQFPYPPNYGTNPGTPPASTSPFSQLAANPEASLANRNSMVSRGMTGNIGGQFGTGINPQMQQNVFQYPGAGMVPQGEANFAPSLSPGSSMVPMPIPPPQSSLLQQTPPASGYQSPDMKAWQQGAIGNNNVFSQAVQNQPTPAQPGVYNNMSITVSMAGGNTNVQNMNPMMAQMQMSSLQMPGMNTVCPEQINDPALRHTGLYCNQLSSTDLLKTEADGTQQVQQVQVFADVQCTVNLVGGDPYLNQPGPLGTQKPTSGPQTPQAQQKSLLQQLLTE
# MC4R ag barr = activates human MC4R beta-arrestin recruitment. 0.98% of 360,000 active. U2OS MC4R beta-arrestin complementation, luminescence; percent of melanotan II response, DMSO zero. AID 540308. activation, % at 8.9 µM;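 active = activation above a per-plate cutoff, the mean activation of sample wells on that plate plus 3 SD, cut at about 8% in these data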
# NR2F2 inh = inhibitors of human COUP-TFII (NR2F2); P24468; AID 686940; HEK293T NGFI-A luciferase reporter, luminescence; inhibition, % at 8.6 µM; 0.7% of 370,000 active;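 active = inhibition above a per-plate cutoff, mean inhibition of test wells between control levels plus 3 SD, cut at about 38% in these data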;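 also: cells cotransfected with COUP-TFII expression vector driving the NGFI-A reporter; 0% = median of COUP-TF2 test wells and 100% = reporter-only cells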
# LRH-1 inv ag = NR5A2 inverse agonism in reporter assay. HEK293T StAR-luciferase reporter, LRH-1 transfected, 24 h. AID 602396. 0.13% of 360,000 active. inhibition, % at 3.6 µM. O00482;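 active = inhibition above the mean inhibition of all tested compounds plus 3 SD, cut at about 73% in these data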;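 also: 0% = DMSO wells and 100% = reporter-only cells lacking LRH-1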
# NOD2-RIPK2 inh = blocks binding of human NOD2 to RIPK2; inhibition, % at 4.98 µM; CHO BLA complementation NOD2-RIPK2, CCF4 ratio; 0.38% of 360,000 active; O43353; AID 624267; in the data active = inhibition above about 21%;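 also: 0% = vehicle only and 100% = reference blocker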
# Starred values were filed as active, the others as inactive; x = no result given; & = joins results of further samples. Some of the compounds tested (hit frequency here may not be typical).
SMILES,NCOA2 inhibitor,NCOA3 inh,EBV LMP1 NFkB,TLR9-MyD88 inh,MC4R antagonist,ABHD5-PLIN5 inh,SRC1 inh,MC4R ag barr,NR2F2 inh,LRH-1 inv ag,NOD2-RIPK2 inh
C(=C\c1ccccc1)/CSc1nnc(-c2cccnc2)n1Cc1ccco1,2.8,-0.1,0.8,-4.5,-1.2,7.3,-171.2,-1.4,15.4,-30.3,-2.4
O=C(CN1CCC(n2nnc3cc(F)ccc32)CC1)NCc1ccco1,-15.8,2.3,-5.5,1.8,2.4,4.9,-2.1,-1.1,-10.8,5.1,-13.3
CCc1cc(C(c2ccncc2)N2CCN(C)CC2)c(NC(=O)c2ccccc2)s1 (stereo unspecified),8.2,0.0,5.7,-5.6,11.6,10.1,-8.0,3.6,4.2,-15.0,4.7
O=C(OCc1cc2ccccc2[nH]c1=O)c1cccs1,-21.9,-11.4,7.2,-3.6,12.3,1.8,15.7,-0.7,-6.5,25.7,-8.0
CC1(C)C2CC=C(/C=N/NC(=O)C(N)=O)C1C2 (stereo unspecified),-11.6,1.6,0.4,7.4,9.8,1.4,-5.3,-2.3,13.3,1.3,-13.8
Cc1cccc(NC2SC(=O)NC2=O)c1 (stereo unspecified),-5.8,3.0,11.5,10.6,5.5,-8.3,8.2,-0.8,-12.0,-5.6,-0.2
Cc1cc(Cl)ccc1OCC(=O)N1CCCN(C(=O)COc2ccc(Cl)cc2C)CC1,21.5,-3.7,0.1,5.9,10.7,1.1,17.1,-0.5,21.0,-6.6,3.3
N#Cc1sc(NCc2ccccn2)nc1Cl,-3.5,-1.8,1.0,-6.5,10.2,5.9,3.8,0.3,3.7,-7.1,-7.2
ClCc1nnc(-c2cc3c(s2)CCCC3)o1,8.2,-54.2,1.1,-6.0,15.7,-1.3,-48.9,-2.0,-10.9,-21.8,-0.9
CSCCC(NC(=O)c1ccccc1Br)C(=O)N1CCCCCCC1 (stereo unspecified),-15.2,-8.1,-6.0,5.8,11.5,-13.0,-3.5,-2.3,17.8,11.8,-3.0
CC1=C(C)C(=O)OC(C(C)C2CCC3C4CC=C5CC(OC6OC(COC7OC(CO)C(O)C(O)C7O)C(O)C(O)C6O)CC(O)C5(C)C4CCC23C)C1 (stereo unspecified),-5.1,13.8,1.0,6.6,7.4,7.7,1.3,-0.7,24.4,17.4,-7.1
O=C(CCC1CCCN(C(=O)Cc2cccc(F)c2)C1)N1CCN(c2ccccn2)CC1 (stereo unspecified),-2.5,11.1,3.9,2.5,-0.5,-2.2,8.4,-3.3,12.4,0.3,-6.1
CN(CC(=O)NC1CCCCCC1)S(=O)(=O)c1cnc[nH]1,2.0,8.4,-0.4,4.2,7.4,-7.1,-0.2,-2.5,9.2,-10.4,4.3
COc1cc(CCC(=O)OCC(=O)Nc2ccc3c(c2)OCO3)cc(OC)c1OC,-21.2,-6.1,-2.9,7.8,6.5,4.1,-11.0,-0.1,-13.3,1.6,-0.1
CC(=O)c1cccc(NS(=O)(=O)c2cc3c(cc2C)NC(=O)CO3)c1,-12.0,1.0,-2.9,-14.4,8.1,-8.4,-8.5,-2.9,-18.5,-18.4,1.2
CCCC(=O)N1CCC1(C)C(=O)Nc1scc(C)c1C#N (stereo unspecified),x,-1.4,x,x,-1.1,-12.4,-10.2,-0.9,x,4.0,-1.0
Nc1nc(N)nc(-c2cc(C(F)(F)F)ccc2Cl)n1,-3.7,1.4,-5.8,4.3,6.0,9.7,-15.5,-2.0,-12.0,6.8,-11.7
C=C(C)Cn1c(CCNC(=O)CCC)nc2ccccc21,-9.5,2.2,2.5,-7.5,8.8,2.7,-1.9,-0.1,-11.7,2.8,-10.2
CCOc1ccc(NC(=O)N[C@@H](CCSC)C(=O)OC)cc1,-12.4,17.4,0.2,-2.6,-3.6,9.8,7.2,5.6,-19.6,14.0,2.3
O=C(c1ccccc1)N1C(=O)C(c2ccccc2)Oc2ccccc21 (stereo unspecified),-22.9,21.3,3.9,-5.7,15.6,5.4,-15.7,1.7,2.6,8.8,-9.0

# Full records, looked up by structure. Order of values: NCOA2 inhibitor, NCOA3 inh, EBV LMP1 NFkB, TLR9-MyD88 inh, MC4R antagonist, ABHD5-PLIN5 inh, SRC1 inh, MC4R ag barr, NR2F2 inh, LRH-1 inv ag, NOD2-RIPK2 inh
# O=C(c1ccccc1)N1C(=O)C(c2ccccc2)Oc2ccccc21 (stereo unspecified) as listed: -22.9, 21.3, 3.9, -5.7, 15.6, 5.4, -15.7, 1.7, 2.6, 8.8, -9.0
# CN(CC(=O)NC1CCCCCC1)S(=O)(=O)c1cnc[nH]1 as listed: 2.0, 8.4, -0.4, 4.2, 7.4, -7.1, -0.2, -2.5, 9.2, -10.4, 4.3

# (cont.)
SMILES,NCOA2 inhibitor,NCOA3 inh,EBV LMP1 NFkB,TLR9-MyD88 inh,MC4R antagonist,ABHD5-PLIN5 inh,SRC1 inh,MC4R ag barr,NR2F2 inh,LRH-1 inv ag,NOD2-RIPK2 inh
O=C(c1csc2c1CCCCC2)N1CCN(c2ncccn2)CC1,7.2,10.7,-1.5,6.3,2.0,0.7,1.9,-0.9,-9.8,9.7,8.8
COc1cc2cc(C(c3nnnn3C(C)(C)C)N3CCC(C)CC3)c(=O)[nH]c2cc1OC (stereo unspecified),-4.3,-12.6,5.7,-5.8,-5.8,-7.2,-0.1,-0.7,-4.6,5.3,-4.9
C[C@H](CO)N1C[C@H](C)[C@@H](CN(C)S(C)(=O)=O)Oc2ccc(NC(=O)Nc3ccc(C(F)(F)F)cc3)cc2C1=O,-8.4,-2.6,-0.3,-1.4,9.2,-7.2,-35.3,-1.8,3.7,-1.6,-0.6
COC(=O)c1cc(S(=O)(=O)N2CCC(C)CC2)cn1C,-15.0,2.5,2.6,-14.0,10.3,-7.0,3.4,1.4,10.4,-18.2,-4.1
CCCn1nc2cc(C(=O)NCc3ccccc3)ccc2c1OCC,2.3,-13.2,-2.2,-1.8,-0.8,-3.3,4.2,-2.3,12.4,-14.9,-6.0
COc1cccc(OCCCCN2CC(C)OC(C)C2)c1 (stereo unspecified),-25.7,-2.0,3.8,-9.6,8.2,-0.8,-3.6,0.8,-16.0,-1.9,2.2
NC(=O)COC(=O)c1ccc(Cl)c(S(=O)(=O)N2CCN(c3ccc(F)cc3)CC2)c1,21.9,2.9,-9.9,-7.1,12.9,0.1,6.0,0.9,-4.6,-23.1,-15.0
C=CCCN(C1CCCC1)S(=O)(=O)c1ccccc1Br,-10.8,-10.4,-0.1,-4.3,21.0,-7.8,-9.3,-0.4,14.1,-39.2,1.0
CCC(=O)N1CCc2cc(S(=O)(=O)NCCCOC)ccc21,-11.8,11.6,-9.0,5.2,-3.3,11.0,-5.4,1.2,-15.6,11.0,0.9
COC(=O)c1cccc(NC(=O)C(C)(C)C)c1,-1.0,-9.2,4.2,-7.0,2.6,0.7,2.5,0.7,-31.6,9.8,2.4
CCCCCC(=O)Nc1ccc(C2C(=O)c3ccccc3C2=O)cc1,-7.0,-12.5,-5.1,4.4,15.0,3.4,-11.8,-0.6,3.9,-9.2,-6.2
CCN(CC)S(=O)(=O)c1ccc(/C=C/C(=O)NC2CCCCC2)cc1,-7.2,3.8,2.3,-38.0,5.8,0.2,-18.7,-0.9,-2.6,0.3,15.5
Cc1ccc(C)c(OCC(=O)NNC(=O)c2ccc(=O)[nH]c2)c1,-21.8,-5.1,-0.8,-15.1,-0.9,5.9,-4.1,0.2,-6.8,-2.8,-3.0
O=C(Cc1ccccc1[N+](=O)[O-])NCc1ccncc1,-75.5,1.1,-15.5,5.1,1.8,2.4,1.5,-0.9,-13.9,18.4,-8.8
NC(=O)c1c(NC(=O)Cn2nc(C(=O)O)c3ccccc3c2=O)sc2c1CCCC2,0.0,14.8,-4.0,3.1,1.9,-1.3,-14.8,10.4*,16.1,5.8,-11.5
O=C(Nc1ccc2c(c1)OCO2)c1ccc(Br)o1,-38.9,-76.5,-18.7,2.4,-5.9,-3.5,-73.0,2.0,-25.8,-125.3,-6.9
Cc1cc2c(N=O)c(NO)ccc2[nH]1,x,-5.4,-103.8,7.4,4.6,1.3,-63.0,-1.5,x,-82.4,1.0
COC(=O)c1ccccc1NC(=O)CNc1cc(Cl)ccc1N1CCOCC1,-3.4,2.7,-9.9,-6.2,-38.8,7.1,-11.6,0.1,5.7,-11.2,-9.9
O=C(Nc1ccc(CN2CCCCC2)cc1)c1cc(Br)ccc1Cl,6.0,22.6,-21.6,x,2.7,1.8,4.7,-2.7,8.8,5.6,-15.6
CC1(C)Cc2c(C#N)c(N3CCN(C(=O)c4ccco4)CC3)nc(-c3ccco3)c2CS1,14.8,-3.1,-1.0,-4.6,0.4,4.3,7.8,1.4,2.8,-20.2,7.0
CCOC(=O)c1c(Nc2ccc(Cl)cc2)sc(/C=C2\C=Nc3ccccc32)c1O,16.2&-7.5,-29.8&-42.9,0.5,-4.4,10.5&13.0,4.5&-1.2,-25.9&-5.6,4.9&1.0,-4.6&-0.4,-25.0&-6.2,-8.7&1.9
CC(=O)c1cccc(OCc2cc(C(=O)N(C)CCC3CCOCC3)no2)c1,-30.1,-68.0,-15.4,-6.4,-2.7,-3.7,-28.1,-2.0,-26.0,-30.6,-2.8
CC1(C(=O)NCc2ccncc2)Cc2c(-c3cccc(C(F)(F)F)c3)ccnc2O1 (stereo unspecified),5.8,5.9,x,x,6.7,5.2,1.0,-0.5,-1.5,-22.0,-3.1
O=C(COc1ccccc1)NC1CCCN(Cc2ccccc2F)C1 (stereo unspecified),7.3,6.5,-6.7,-1.6,-3.4,-5.0,-0.1,-1.7,-20.3,7.1,-5.4
Cc1cc(C(F)(F)F)nn1CC(=O)NNC(=S)Nc1ccc(F)cc1,-4.4,9.2,-7.8,5.5,7.2,1.4,13.7,-2.9,4.8,-0.1,0.1
CC(C)(C)C(C(=O)NCc1ccccc1)N1CCN(C(=O)C2CCCO2)CC1 (stereo unspecified),-1.1,x,x,x,x,1.5,x,x,8.6,-0.6,-3.1
Cc1cc(Br)ccc1SCC(=O)OCC(=O)NC1CCCC1,-15.0,8.6,-10.1,0.9,-3.2,-2.5,-6.6,-1.7,-4.7,-4.2,-1.2
Cc1cc(C)nc(/N=C(\N)N2CCCCCC2)n1,5.8,28.6,3.8,-2.3,-4.2,9.2,2.7,-0.8,-7.0,12.7,-7.1
COc1ccc(-c2cc(C(F)(F)F)n3nc(C(=O)N4CCN5CCCC5C4)cc3n2)cc1OC (stereo unspecified),-13.1,-7.2,0.4,-9.0,-5.7,-3.2,5.8,-0.6,-16.8,-11.5,-48.5
CCN1CCN(c2ccc(S(=O)(=O)N3CCCCC3)cc2NC(=O)c2sccc2C)CC1,4.2,-23.5,-5.6,-2.1,8.9,-4.7,11.1,-3.2,5.6,-9.6,-6.7
CCN(CC(=O)Nc1ccc(OC)cc1)C(=O)Cc1cccs1,5.2,0.4,-6.4,0.7,-0.3,4.7,-9.5,0.5,-1.8,-4.7,-15.9
O=C(CN1C(=O)NC2(CCOc3ccccc32)C1=O)NCC(F)(F)F (stereo unspecified),-24.8,1.8,-3.6,1.0,1.9,4.7,-7.2,-2.5,8.2,-6.6,-9.8
